# Assay outcomes from PubChem BioAssay.
# HIV RNase H inh – blocks HIV-1 RNase H cleavage of RNA/DNA duplex; RT-RNase H RNA/DNA duplex cleavage, fluorescence; inhibition, % at 10 µM; 1.9% of 65,000 active; AID 565; in the data active = inhibition above about 50%
# RmlC RmlD mix – inhibitors of RmlC and RmlD coupled enzymes | RmlC/RmlD coupled enzyme inhibition, 384-well mixture HTS | inhibition, % at 5.5 µM | 0.39% of 110,000 active | AID 1532; in the data active = inhibition above about 30%, passing the limit was not always enough; also: strong numbers were not always called active
# * marks the source's active call; other numbers are inactive results; i = inactive; . = no result given. This is a subset; count on the stated rates, not on these rows.
SMILES,HIV RNase H inh,RmlC RmlD mix
Cc1ccc(-n2nc(C)c3cc(C(=O)O)sc32)cc1,-11,i
Nc1c(C(=O)Nc2ccccc2F)sc2nc(-c3ccco3)ccc12,.,-11
COc1ccc(-n2nnnc2SCC(N)=O)cc1,-9,7
CCn1c(-c2nn(C)c(C)c2Cl)n[nH]c1=S,.,-27
CC(NC(=O)c1cccs1)c1ccc2c(c1)OCO2 (centres undefined),-4,-13
O=C(Nc1ccccc1Cl)N1CCN(c2ccc3nnc(-c4ccc(F)cc4)n3n2)CC1,-25,.
CCN(CC)S(=O)(=O)c1ccc(C(=O)N2CCN=C2SC)cc1,-16,-14
CC(C)C(NC(=O)CNC(=O)OC(C)(C)C)C(=O)NCc1ccccc1 (centres undefined),-21,-11
Cc1csc(NC(=O)C2CCCN(S(=O)(=O)c3cnc[nH]3)C2)n1 (centres undefined),-4,10
COc1ccc(C2/C(=C(\O)c3ccc4c(c3)OCCO4)C(=O)C(=O)N2Cc2ccco2)c(OC)c1 (centres undefined),.,-5
COC(=O)C1=C(C)Nc2ncnn2C1c1cccnc1 (centres undefined),.,-10
O=c1c2ccccc2c(C=Nc2ccc(Cl)cn2)c(O)n1-c1cc(Cl)ccc1N1CCOCC1,38,10
Cc1ccc(C2(C)NC(=O)N(CC(=O)Nc3cc(C)on3)C2=O)cc1 (centres undefined),.,-17
O=C(COc1ccc(Cl)cc1Cl)NCCSc1ccc(Cl)cc1,.,5
COc1ccc(NC(=O)OCC(C)C)cc1OC,.,-6
CCC(=O)Nc1cc(C(=O)NCC2CCCN2CC)c(OC)cc1N(C)C (centres undefined),-7,-4
CC(C)COC(=O)Cc1c(O)c2ccccc2[nH]c1=O,-4,-10
Cc1ccccc1OCCOc1cccc(/C=N/NC(=O)Cc2nnc(N)s2)c1,.,3
O=C(/C=C/N1CCOCC1)c1coc2ccccc12,12,.
CCOc1ccc(S(=O)(=O)Nc2cc(C)ccn2)c2ccccc12,.,6
CCc1c(C)sc(NC(=O)c2cc(C)on2)c1C#N,-3,-13
c1ccc(-c2cc3c(-n4cccc4)ncnc3o2)cc1,-2,.
Cc1ccc(NC(=O)c2ccco2)cc1NC(=O)CSc1nnc(-c2cccs2)n1C,-2,7
CCc1nnc(NC(=O)CSc2nnc(Cc3ccc(OC)cc3)o2)s1,-1,4
Cn1c(SCC(=O)N2CCOCC2)nnc1-c1cccc(NC(=O)c2ccccc2)c1,6,6

# Molecules shown so far containing a thiophene ring, fused or not:
SMILES,HIV RNase H inh,RmlC RmlD mix
Cc1ccc(-n2nc(C)c3cc(C(=O)O)sc32)cc1,-11,i
Nc1c(C(=O)Nc2ccccc2F)sc2nc(-c3ccco3)ccc12,.,-11
CC(NC(=O)c1cccs1)c1ccc2c(c1)OCO2 (centres undefined),-4,-13
CCc1c(C)sc(NC(=O)c2cc(C)on2)c1C#N,-3,-13
Cc1ccc(NC(=O)c2ccco2)cc1NC(=O)CSc1nnc(-c2cccs2)n1C,-2,7

# The list continues.
SMILES,HIV RNase H inh,RmlC RmlD mix
C[C@]12CC[C@@H]3c4ccc(O)cc4C(=O)C[C@H]3[C@@H]1CC[C@@H]2O,-51,.
Cc1ccc(-c2nc3ccccc3s2)cc1NC(=S)NC(=O)c1ccccc1,.,-13
NNc1nc(NCc2ccccc2)nc(N2CCOCC2)n1,.,-13
CN1CCN(C(=O)/C(=C\c2ccccc2)c2ccccc2)CC1,.,9
NCCCC[C@H]1CN=C(N)N1CCCCC1CCCCC1,.,-9
COC/C=C/C1=CC2=CC(=O)C(C)(OC(=O)c3cnc4ccccc4n3)C(=O)C2=CN1CCOC (centres undefined),.,4
Cc1oc(-c2ccccc2)cc1C(=O)Nc1cccc2ccccc12,.,6
O=C(COc1ccc(S(=O)(=O)NCc2ccccc2)cc1)NCC1CCCO1 (centres undefined),-13,8
Clc1cccc(N2CCN(CCNc3nc4ccccc4n4cnnc34)CC2)c1,0,21
Cc1ccc(NCc2nnc3n2CCCCC3)cc1,-13,4
O=C(COC(=O)c1cnccn1)c1ccc2c(c1)CCCC2,-31,5
CCOC(=O)C1CCN(C(=O)CNS(=O)(=O)c2cccs2)CC1,-8,6
O=C(CCCN1C(=O)c2ccccc2C1=O)Nc1cccnc1,.,3
CCOC(=O)c1ccc(NC(=O)c2nc[nH]c2C(=O)N[C@H](C)c2ccccc2)cc1,.,0
CC(OC(=O)Cc1coc2cc3c(cc12)CCC3)C(=O)NCc1ccc2c(c1)OCO2 (centres undefined),.,6
O=[N+]([O-])c1cc(S(=O)(=O)C(F)(F)F)ccc1Sc1nc2ccccc2[nH]1,.,13
CCn1c(SCC(=O)Nc2cccc(OC)c2)nnc1-c1ccc(Cl)cc1,3,i
CC(=O)NC(NC(C)=O)c1ccc(Br)cc1,-13,-8
CCN(CC)CCCN1C(=O)C(O)=C(C(C)=O)C1c1ccc(OC)cc1OC (centres undefined),-5,.
COC(=O)c1ccc2c(=O)n(CCC3=CCCCC3)c(SCC(=O)N3CCCC3)nc2c1,16,.
CC(C)(C)C1CCc2c(sc(NC(=O)c3ccco3)c2C(N)=O)C1 (centres undefined),.,64*
O=C(Cc1coc(-c2ccc(F)cc2)n1)Nc1ccccc1,-14,15
C/C=C/C=C\C(=O)Nc1cccc(C2=NOC3(C2)C[C@@H](C(N)=O)N(C(=O)/C(C)=C/C)C3)c1 (some centres undefined),.,18
CCOC(=O)c1sc(NC(=O)CSc2ccccn2)c(C#N)c1C,19,-11
CCOC(=O)c1sc(NC(=O)CCN2C(=O)c3cccc([N+](=O)[O-])c3C2=O)c(C(=O)OCC)c1C,.,6

# A second format for 4 compounds above:
SMILES: CCc1nnc(NC(=O)CSc2nnc(Cc3ccc(OC)cc3)o2)s1
  HIV RNase H inh: -1
  RmlC RmlD mix: 4

SMILES: Cn1c(SCC(=O)N2CCOCC2)nnc1-c1cccc(NC(=O)c2ccccc2)c1
  HIV RNase H inh: 6
  RmlC RmlD mix: 6

SMILES: C[C@]12CC[C@@H]3c4ccc(O)cc4C(=O)C[C@H]3[C@@H]1CC[C@@H]2O
  HIV RNase H inh: -51
  RmlC RmlD mix: .

SMILES: Cc1ccc(-c2nc3ccccc3s2)cc1NC(=S)NC(=O)c1ccccc1
  HIV RNase H inh: .
  RmlC RmlD mix: -13

# Following part:
SMILES,HIV RNase H inh,RmlC RmlD mix
c1ccc(-c2nnc(SCc3nc4ccccc4[nH]3)n2Cc2ccco2)nc1,-50,-2
O=C(Cc1ccc(Cl)cc1)Nc1ccc(N2CCN(C(=O)c3ccco3)CC2)c(Cl)c1,4,7
COc1ccc(S(=O)(=O)NCc2ccc(C)cc2)cc1,.,1
COc1ccc(NC(=O)CCC(=O)c2ccc(-c3ccccc3)cc2)cc1,.,6
CCN(CC)S(=O)(=O)c1ccc2c3c(cccc13)C(=O)N2,-67,-11
COc1ccc(S(=O)(=O)NC(CC(=O)NCc2ccco2)C(C)C)cc1 (centres undefined),-2,-13
O=C(C1CCC(=O)N1C1CCCCC1)N1CCN(c2ccc(F)cc2)CC1 (centres undefined),-26,6
N#CN(CC(N)=O)c1nc(N2CCCCC2)nc(N2CCCCC2)n1,-8,7
Cc1ccc(N(CC(=O)O)S(C)(=O)=O)cc1Cl,-3,1
NC(=O)C1CCN(CC(=O)c2c[nH]c3ccc(F)cc23)CC1,-5,-14
CCOC(=O)C1CCCN(C(=O)CC(C)c2ccccc2)C1 (centres undefined),-8,4
Cn1c(C(C#N)C(=O)Cc2cccc3ccccc23)nc2ccccc21 (centres undefined),4,6
CSc1ccccc1-n1nnnc1SCC(=O)Nc1cc(C)ccc1C,.,-11
COc1ccccc1OC(=O)C1CC(=O)N(c2ccc(Cl)cc2)C1 (centres undefined),-75,-8
Cc1cc(C(=O)NCc2cccnc2)n(-c2ccccc2)n1,-1,-12
COC(=O)c1ccc(OC)c(CSc2nnc(-c3ccc(C)cc3)o2)c1,66*,.
Cc1nn(Cc2ccc(Cl)cc2)c(C)c1NC(=O)c1noc2c1CCCCC2,8,7
CC(=O)Nc1ccc(NC(=O)COC(=O)c2ccc(C)s2)cc1,.,-7
Cc1ccc(-n2nnnc2SCC(=O)Nc2ccc3c(c2)COC3=O)cc1C,31,0
CCOC(=O)c1c(NC(=O)Cn2nnc3ccccc32)sc2c1CCC(C)C2 (centres undefined),3,-11
N#CC1=C(N)N2C(=C(C#N)C13CCCCC3)SC1CCCCC12O (centres undefined),-2,-13
O=C(O)C1CSC2c3ccccc3C(=O)N12 (centres undefined),4,-3
COCCNC(=O)CSc1nc(-c2ccccc2)c(-c2ccccc2)o1,.,-8
CC1CC1C(=O)NCCc1ccc(Cl)cc1 (centres undefined),.,-10
Cn1c(=O)n(C)c2cc(/C=C3/NC(=O)N(Cc4ccccc4)C3=O)ccc21,.,-3

# Full records, looked up by structure.
# `N#CC1=C(N)N2C(=C(C#N)C13CCCCC3)SC1CCCCC12O` (centres undefined) reads HIV RNase H inh: -2; RmlC RmlD mix: -13
# `CSc1ccccc1-n1nnnc1SCC(=O)Nc1cc(C)ccc1C` reads HIV RNase H inh: .; RmlC RmlD mix: -11

# The list continues.
SMILES,HIV RNase H inh,RmlC RmlD mix
COc1ccc(N(C(=O)CNC(=O)c2ccco2)C(C(=O)NC2CCCCC2)c2ccco2)cc1 (centres undefined),-5,2
COc1ccc(CCNC(=O)CCN2C(=O)COc3ccccc32)cc1OC,2,-16
COC(=O)c1ccc(/C=N\N2CCN(Cc3ccc(C)cc3)CC2)cc1,.,-9
Cc1nonc1NC(=O)CSc1nc2cc(Cl)ccc2c2c1CCCC2,27,-10
COc1ccc(C(=O)COC(=O)CN2CC(=O)Oc3ccccc32)cc1Br,15,-10
OCCCn1c(C2CCCN2c2nc(-c3ccc(F)cc3)cs2)nc2cc(C(F)(F)F)ccc21 (centres undefined),.,5
CCN(CC)S(=O)(=O)c1ccc2[nH]cc(C(=O)NCCc3ccc(OC)c(OC)c3)c(=O)c2c1,0,.
O=C(c1ccc(CS(=O)(=O)c2ccc(Br)cc2)o1)N1CCC2(CC1)OCCO2,-6,4
COc1cccc(/C=N/Nc2ncnc3scc(-c4ccccc4)c23)c1OC,.,104
Cc1cc(NC(=O)c2ccco2)no1,.,3
CCN(CC)CCCNC(=O)c1nn(-c2cccc(OC)c2)c(=O)c2ccccc12,-9,-4
COC(=O)[C@H](CCSC)NC(=O)N1CCN(c2cccc(C(F)(F)F)c2)CC1,-1,-5
CN(C)S(=O)(=O)c1cccc(-c2nnc(-c3ccccc3)o2)c1,.,7
Cc1ccc(OCC(=O)NN2C(=O)c3ccccc3C2=O)c(C)c1,.,10
Cc1ccc(SCC(=O)N2c3ccccc3Sc3ccccc32)cc1,.,-12
CCn1c(-c2cccnc2Cl)nc2cc(Cl)c(Cl)cc21,.,41
COc1cccc(-c2noc(Cn3nc(C)c([N+](=O)[O-])c3C)n2)c1,.,-8
O=c1[nH]c2c(cc1CNCCN1CCOCC1)c(-c1cccc(F)c1)nn2-c1ccccc1,-4,.
Cc1ncoc1C(=O)NCc1ccccc1Cl,-3,8
CC(C)(C)NC(=O)COc1ccc(CNc2ccc3[nH]c(=O)[nH]c3c2)cc1,.,6
COc1ccc(S(=O)(=O)N2CCCCCC2)cc1N(C)S(=O)(=O)c1ccc(Cl)cc1,.,-14
Cc1ccc2occ(/C=C/C(=O)O)c(=O)c2c1,.,7
COc1ccc(CN(Cc2ccccn2)C(=O)CN2C(=O)C(C)Oc3ccccc32)cc1 (centres undefined),-6,9
COc1ccc(S(=O)(=O)N2CCC(=O)N2)cc1,.,-10
N=c1c2c(-c3ccccc3)c(-c3ccccc3)oc2ncn1CCN1CCOCC1,-4,-4

# Looked up above.
# HIV RNase H inh result of O=C(Nc1ccccc1Cl)N1CCN(c2ccc3nnc(-c4ccc(F)cc4)n3n2)CC1 is entered as -25
# RmlC RmlD mix result of COc1ccc(C(=O)COC(=O)CN2CC(=O)Oc3ccccc32)cc1Br is entered as -10
# RmlC RmlD mix result of N#CC1=C(N)N2C(=C(C#N)C13CCCCC3)SC1CCCCC12O (centres undefined) is entered as -13
# HIV RNase H inh result of CCc1nnc(NC(=O)CSc2nnc(Cc3ccc(OC)cc3)o2)s1 is entered as -1

# Continuation:
SMILES,HIV RNase H inh,RmlC RmlD mix
O=C(Nc1cccc(-c2cc3ccccc3oc2=O)c1)c1ccc(Br)o1,.,-22
COc1cc(C(=O)CSc2nnc(-c3ccc(O)cc3)n2CC2CCCO2)ccc1NC(C)=O (centres undefined),10,-15
Cc1nnc(C)n1/N=C/c1ccc(C(=O)O)cc1,.,-12
Cc1ccc2nc(-c3ccc(NC(=O)Cc4cccs4)cc3)[nH]c2c1,.,-14
CC1C=CC(C)C(C(=O)O)C1C(=O)O (centres undefined),5,-17
O=C(Cc1ccccc1F)Nc1nc(-c2cccs2)cs1,-29,2
CCOC(=O)c1sc(NC(=O)CN2CCCC2)c(C(=O)OCC)c1C,1,.
O=C1CC2(CCCC2)Oc2ccccc21,.,-70
Nc1nc(-c2ccc(Br)cc2)cc(C(F)(F)F)n1,.,6
c1ccc(CN2CCN(c3ncnc4c3[nH]c3ccccc34)CC2)cc1,-5,5
COc1ccc(-c2cc(C3CCN(c4ccc(C(C)=O)cc4[N+](=O)[O-])CC3)[nH]n2)cc1,.,-6
Fc1ccc(-c2csc3[n+]2CCS3)cc1,.,4
O=S(=O)(c1cc(F)cc(F)c1)N1CCN(c2ncccn2)CC1,0,24
CCOC(=O)CNC(=O)Nc1cccc(Cl)c1C,-5,9
O=C(CN1C2CCC1CC(NC(=O)Nc1ccccc1)C2)NCc1ccco1 (centres undefined),-10,9
CC(=O)c1cc2c(cc1NS(=O)(=O)c1ccc(C)cc1)OCO2,.,-11
COc1ccc(C(=O)NC(=S)Nc2cccc(Cl)c2N2CCOCC2)cc1[N+](=O)[O-],.,9
COc1ccc(C(=O)NC2CCSC2=O)cc1 (centres undefined),.,9
CCCCCCN1C2=NCCN2c2ccccc21,.,1
Cc1cc(C)c2nc(N3CCCC(C(=O)NCCN4CCOCC4)C3)sc2c1 (centres undefined),-7,-9
